iPSC survival up – hiPSC single-cell survival enhancement; ATPlite luminescence; 100% = ROCK inhibitor wells, 0% = DMSO; survival enhancement, % at 20 µM; 360,000 compounds, 0.044% hits; AID 602274; in the data active means survival enhancement above about 18%;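 further: cells exposed to compounds for 16 hours before the ATP read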
TRAIL sens C8 – sensitizes caspase-8 expressing cells to TRAIL; NB7+C8 cells + TRAIL, ATPlite viability luminescence; inhibition (viability loss, TRAIL sensitization), % at 10 µM; 360,000 compounds, 1% hits;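 active means compounds causing at least 50% loss of cell viability in the single-dose screen, relative to plate controls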
Peg3 promoter – reduces Peg3 promoter-driven luciferase expression in HeLa. HeLa PEG-Prom luciferase reporter, luminescence, overnight. inhibition, % at 20 µM. 360,000 compounds, 1.7% hits. AID 588405;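 active means inhibition of at least 50% at 20 µM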
KKLEB cytotox – counter-screen for CF NF-kB inhibitors: cytotoxicity | KKLEB CF airway cells viability, ATPlite luminescence, overnight; stronger effect = lower value; cells stimulated with P. aeruginosa culture filtrate | activity change (cytotoxicity), % at 5 µM | 360,000 compounds, 0.36% hits | AID 602141;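 active means corrected activity change at or below -50% at 5 µM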
CF NFkB block – cystic fibrosis NF-kB activation inhibition; KKLEB NF-kB-GFP reporter, PAF-induced, GFP fluorescence overnight; inhibition, % at 5 µM; 360,000 compounds, 0.86% hits;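 active means at least 50% inhibition at 5 µM, scaled per plate between neutral and stimulator controls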;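 further: PAF is a Pseudomonas aeruginosa culture filtrate used as stimulus; plate controls were PAF-stimulated DMSO wells for no effect and unstimulated DMSO wells for full effect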
MITF TRPM1 inh – MITF TRPM1 promoter inhibition in SK-MEL-5 cells; SK-MEL-5 TRPM1 promoter luciferase, 24 h; inhibition, % at 12.5 µM; 330,000 compounds, 0.83% hits;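 active means mean inhibition across replicates of 60% or more, whatever share of single replicates reaches that level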; further: values of inactives mirror those of a sister screen read the other way
NR2E3 ag-1 – agonists of human nuclear receptor NR2E3 | Q9Y5X4 | GST-NR2E3/biotin-RetCOR TR-FRET, 1536-well | inhibition of corepressor binding, % at 4.78 µM | 320,000 compounds, 0.12% hits | AID 2300;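 active means percent inhibition above the cutoff of mean plus 3 SD of all tested compounds, set per screening campaign, cut at about 20% in these data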;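 further: 0% = DMSO wells and 100% = biotin wells as full block of FRET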
Target sequence (Q9Y5X4 whole entry, looked up): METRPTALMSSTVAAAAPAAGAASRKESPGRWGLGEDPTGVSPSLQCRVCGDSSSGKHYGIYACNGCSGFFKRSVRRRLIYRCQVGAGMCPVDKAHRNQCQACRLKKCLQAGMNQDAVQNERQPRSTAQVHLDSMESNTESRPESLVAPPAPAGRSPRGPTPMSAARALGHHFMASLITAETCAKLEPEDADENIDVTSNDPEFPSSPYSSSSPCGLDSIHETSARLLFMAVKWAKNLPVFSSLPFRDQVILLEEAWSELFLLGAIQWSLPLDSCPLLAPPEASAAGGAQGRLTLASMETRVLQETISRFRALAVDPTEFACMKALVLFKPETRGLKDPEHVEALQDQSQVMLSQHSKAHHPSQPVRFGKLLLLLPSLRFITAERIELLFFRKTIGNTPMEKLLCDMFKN
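Material: NR2E3–RetCOR corepressor complex | Quantity: 1.35 nM GST-tagged NR2E3 final | Schedule: 5 h at 4 °C | Replication: Singlicate compound wells | Reagent: RetCOR corepressor, biotinylated, 7 nM | Controls: Biotin wells as high control, 0.6% DMSO wells as low control | Signal: TR-FRET, Eu(K)-anti-GST donor, streptavidin-D2 acceptor, ex 340, em 617/671 nm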
NR2E3 ag-2 – human photoreceptor-specific nuclear receptor agonism. 360,000 compounds, 0.35% hits. CHO-S Gal4-NCOR/VP16-NR2E3 two-hybrid, luciferase. inhibition of corepressor binding, % at 3.98 µM. AID 602229;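 active means inhibition above the mean of all tested compounds plus 3 SD, cut at about 70% in these data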;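 further: 0% = DMSO with NR2E3 transfected cells and 100% = cells lacking NR2E3 construct; higher means lower luciferase signal from less NR2E3 corepressor binding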
Shn3 3UTR inh – Schnurri-3 reporter inhibition in Clone20 osteoblasts; Clone20 osteoblast Shn3 3'UTR firefly luciferase, 24 h; inhibition, % at 12.5 µM; 360,000 compounds, 0.52% hits;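 active means mean inhibition of at least 75% with every replicate also reaching 75%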;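 further: 0% = median of neutral control wells and 100% = pilot-screen positive control compound; some compounds past the cut are filed as inactive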
LMP1 NFkB inh – inhibitors of Epstein-Barr LMP1-induced NF-kappaB reporter; LMP1-induced NF-kappaB luciferase reporter cells, luminescence; 350,000 compounds, 0.69% hits; inhibition, % at 12.5 µM; in the data active means inhibition above about 41%;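 further: 0% = neutral control wells and 100% = reference inhibitor control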
HIF-2a block – blocks HIF-2a reporter activity; 786-0 RCC cells HIF-2a reporter, luciferase luminescence, overnight; inhibition, % at 18.8 µM; 360,000 compounds, 0.72% hits;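 active means inhibition of the luminescence signal of 40% or more relative to plate controls, in a single-dose primary screen at 18.75 µM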
* hit, by the source's call; nt = not tested or not shown. The list is partial, so the mix of outcomes need not match the whole.

mol	iPSC survival up	TRAIL sens C8	Peg3 promoter	KKLEB cytotox	CF NFkB block	MITF TRPM1 inh	NR2E3 ag-1	NR2E3 ag-2	Shn3 3UTR inh	LMP1 NFkB inh	HIF-2a block
Cn1c(N)c(C(=O)COC(=O)CNC(=O)c2ccccc2)c(=O)n(C)c1=O	8.4	-11	0	5	-7	3	nt	-1	-19	-12	4
Cc1sc2ncnc(N3CCC(C(=O)Nc4ccc(C#N)cc4)CC3)c2c1C	-0.3	10	-5	-2	-17	-8	-2	-6	15	-1	-2
COc1ccc(NC(=O)c2ccccc2SC)cc1	-1.0	-1	-91	-7	-3	-7	4	7	-18	-2	-67
CCC(c1nnnn1C1CCCC1)N1CCN(C/C=C/c2ccccc2)CC1 (configuration not stated)	0.5	-4	-8	10	-8	nt	nt	-2	5	nt	-14
O=C(NNC(=O)C1CCN(S(=O)(=O)c2ccc(Cl)cc2)CC1)c1ccc(S(=O)(=O)N2CCCCC2)cc1	-0.7	13	-7	-5	-16	3	-3	1	9	4	21
COc1cccc(-c2cc(C(=O)NC3CC3)c3ccccc3n2)c1	0.3	8	14	8	-16	19	3	-32	9	3	3
CCCn1c(N)c(N(CCOC)C(=O)Cc2ccc(S(=O)(=O)N3CCOCC3)s2)c(=O)[nH]c1=O	0.0	22	2	6	-16	0	-3	-28	2	-3	9
O=C(Nc1cc(Cl)ccc1Cl)N1CCCC1	-2.2	-2	5	3	-2	4	3	-13	-12	-2	3
FC(F)(F)c1cnc(Oc2ccc(-c3nnco3)cc2)c(Cl)c1	3.4	3	-10	8	0	-19	1	1	-8	7	-4
Clc1ccc2c(N/N=C/c3cccnc3)ccnc2c1	-2.0	-3	18	5	-168	20	1	21	-6	1	-82
Cc1ccc(C2=NN(S(C)(=O)=O)C(c3ccc4c(c3)OCO4)C2)cc1 (configuration not stated)	-1.6	18	-268	-8	-16	-36	-1	-83	-50	-70	-188
CC(Oc1ccc([N+](=O)[O-])cc1Cl)C(=O)Nc1ccc(C(N)=O)cc1 (configuration not stated)	0.2	-11	26	2	-6	-2	5	12	20	-9	9
CCCCCCn1c(=O)n2n(c1=O)C[C@]1(OC(=O)NCC3CCCCC3)CN(S(=O)(=O)c3ccc(C)cc3)C[C@]1(O)C2	-0.9	31	-10	20	6	nt	nt	2	8	-9	-14
Cn1cccc1C(=O)NNC(=O)COc1ccc(Br)cc1	-0.5	-3	-12	15	12	-1	-4	14	-3	-3	-3
CN(C)CCCOC(=O)c1ccc(Cl)cc1	-0.8	-2	-1	6	-3	10	1	13	6	2	1
CC(OC(=O)C(NC(=O)c1ccco1)C(C)C)C(=O)Nc1ncc(Cl)cc1Cl (configuration not stated)	5.7	1	-2	4	1	3	0	5	1	-3	9
O=C(CN1c2cccc3cccc(c23)S1(=O)=O)N1CCCCC1	1.0	-17	13	-8	21	nt	nt	9	12	2	6
C/C(N)=C(/C#N)C(=O)COC(=O)CSc1ccc2ccccc2c1	1.5	-9	0	-8	12	7	0	-21	-3	-4	17
CCOc1ccc(C(=O)c2ccc([N+](=O)[O-])cc2Cl)cc1	-1.6	-4	-10	-1	12	5	0	15	18	-3	-18
COc1ccccc1NS(=O)(=O)c1cc(NC(=O)CN2C(=O)NC3(CCCCC3)C2=O)ccc1C	0.4	-8	-2	10	-19	-12	nt	-4	11	5	14
O=C(NCC1CCCO1)C(c1ccc(F)cc1)N(CC1CCCO1)C(=O)c1ccc(-c2ccccc2)[nH]1 (configuration not stated)	-0.3	-2	9	6	4	6	0	3	2	-13	13
Nc1cc(C(=O)OCC(=O)NCC2CCCO2)ccc1Cl (configuration not stated)	-1.8	4	-1	9	3	1	3	-15	11	1	-3
Cc1cccc(N(C)C(=O)COc2cc(=O)n(C)c3ccccc23)c1	0.9	-7	-7	-7	-16	1	-1	-26	2	-4	-9
CN(Cc1c(C(=O)N/N=C/c2ccccc2)nnn1-c1nonc1N)C1CCCCC1	-0.2	-3	14	-3	-7	-2	-4	13	4	5	5
N#Cc1ccsc1NC(=O)CN1C(=O)NC2(CCCCC2)C1=O	-0.4	7	10	-13	18	-5	2	-35	14	2	6
CCOc1ccc(Br)cc1S(=O)(=O)NC(=O)c1ccccc1	-1.8	-6	-2	1	0	3	1	-22	-11	-9	4
Cc1nc(C(F)(F)F)ccc1C(=O)N1CCC(C)(C(=O)O)C1 (configuration not stated)	-2.3	6	-20	12	-14	nt	nt	2	12	nt	5
CCC(=O)c1ccc(OCc2ccc(C(=O)OC)cc2)c(OC)c1	-1.2	-6	-58	2	7	-26	-3	-60	-2	0	-74
COC(=O)CC1=NN(c2nc(C)cc(C)n2)C(=O)C1	0.7	-13	0	11	3	-5	4	-18	1	-2	14
CC(C)c1ccc(NC(=S)NN(c2ccccc2)c2ccccc2)cc1	-1.2	-5	17	13	5	-2	0	19	11	1	15
FC(F)(F)c1ccccc1Cc1c(-c2ccco2)nc2ccc(Cl)cn12	0.2	7	10	-18	27	nt	nt	14	-8	nt	37*
CC1(C)CC(=O)C(C(N)=NC(=O)c2ccccc2)=C(O)C1	-1.0	15	-88	-20	-5	-38	1	-30	-6	-14	-139
COc1cccc(OC)c1C(=O)Nc1ccccc1C(=O)N1CCOCC1	-0.9	4	-1	-5	3	2	0	5	5	-4	6
Cc1cc(C)cc(N(CC(=O)NCC2CCCO2)C(=O)CCC(=O)Nc2nccs2)c1 (configuration not stated)	0.4	12	0	-3	-1	1	3	8	-10	-7	-1
CC1=NN(C(=O)Cc2ccc([N+](=O)[O-])cc2)C(O)(C(F)(F)C(F)(F)F)C1 (configuration not stated)	0.2	-27	30	-30	14	5	-2	-12	-2	4	13
CCC(C)[C@H]1CNCCN1CCc1cc(C(F)(F)F)cc(C(F)(F)F)c1 (some centres not stated)	-5.5	6	2	-1	-7	19	-1	17	-19	-13	2
CCN=C(NCC)SC1CC(=O)N(c2ccc(F)cc2)C1=O (configuration not stated)	-0.8	-4	6	-5	4	nt	3	-21	-24	-11	-1
CCCCn1nnnc1SCC(=O)Nc1ccc2c(c1)OCO2	-0.1	-15	-33	-14	10	-2	3	3	-23	-19	-85
CC(=O)Nc1ccc(C(=O)CCl)cc1	-5.3	3	34	-12	1	23	4	-10	2	-5	-12
O=C(CN1CCCc2ccccc21)N/N=C/c1ccccc1O	6.5	49	47	-5	-10	31	-6	-63	71	-2	-3
CC(C)C(=O)N1CCCCCCN1C(=O)C(C)C	5.2	-18	-3	-2	24	nt	nt	18	-19	1	15
Cc1cccc(NC2=NC3(CCCCC3)N=C(N)N2)c1C	-1.9	20	7	-1	7	3	-2	17	10	1	7
CC1CCCC(NC(=O)CN2C(=O)NC(C)(c3cc(F)ccc3F)C2=O)C1C (configuration not stated)	-1.2	6	5	5	-3	-2	nt	-2	1	0	3
CC[n+]1c(/C=C/Nc2ccccc2)oc2ccccc21	-0.7	7	14	-18	4	-6	2	5	-10	-3	-28
COc1ccc(C2CC(c3ccccc3)=NN2C(=O)c2ccc(F)cc2)cc1 (configuration not stated)	-0.4	7	-18	9	-8	-1	-2	-29	14	0	-42
CCN(CC)CC(=O)NCC1(c2ccccc2)CCOCC1	1.5	6	-5	8	-11	2	1	-10	-10	2	23
C(=N\Nc1nc(N2CCCCC2)nc(N2CCCCC2)n1)/c1c[nH]c2ccccc12	0.3	7	13	6	-2	2	-1	-5	-5	-1	-22
COC(=O)C1C(O)=C(C(C)=Nc2cccc3ccccc23)C(=O)CC1(C)C (configuration not stated)	-0.4	-18	10	-5	4	13	-3	6	2	2	20
Cc1cc(NC(=O)CCC(=O)N(CCC(C)C)C(C(=O)NC2CCCC2)c2ccccc2C)no1 (configuration not stated)	0.6	-8	14	-8	2	7	-1	-7	20	0	18
O=C(O)c1ccc(COc2ccc3ccccc3c2/C=C2/NC(=O)N(Cc3ccc(F)cc3)C2=O)cc1	-2.2	-2	29	2	-2	14	nt	2	-13	0	24

Further results:
mol	iPSC survival up	TRAIL sens C8	Peg3 promoter	KKLEB cytotox	CF NFkB block	MITF TRPM1 inh	NR2E3 ag-1	NR2E3 ag-2	Shn3 3UTR inh	LMP1 NFkB inh	HIF-2a block
COc1ccc(CC(=O)Nc2ccc(C(=O)Nc3nccs3)cc2)cc1OC	0.4	-25	-14	5	-2	-19	nt	3	-21	-1	-52
CC(=O)c1ccc(Nc2cc(C)nc3c(C)cc(C)cc23)cc1	-1.6	-19	103*	-15	-10	54	2	-84	3	-20	59*
CC(=O)c1c(C)[nH]c(C(=O)CSc2nnc(-c3ccccc3)n2Cc2ccc3c(c2)OCO3)c1C	-1.6	-13	15	-2	8	-4	2	-7	11	4	30
COc1cc(/C=N/O)cc(Br)c1OCc1ccc(Cl)cc1	1.0	5	-25	-11	19	-4	1	-17	-83	-19	-50
C[C@@H]1CN([C@@H](C)CO)C(=O)c2c(c3ccccc3n2C)-c2ccccc2CO[C@H]1CN(C)S(=O)(=O)c1ccc(C#N)cc1	-1.6	5	8	-6	10	nt	nt	3	-19	6	-2
CCOC(=O)Nc1ccc2c(c1)N(C(=O)CNC)c1ccccc1CC2	-0.9	9	-6	-4	7	0	-4	-22	-12	3	0
N#Cc1c(Cn2cncn2)nc(=O)n(-c2ccc(Cl)cc2)c1N	3.6	-9	-3	6	17	0	-3	13	8	-1	-4
O=C(CCc1c[nH]c2ccccc12)NCc1ccco1	0.2	0	-1	7	-9	-4	-1	12	-5	1	8
COc1ccc(C(=O)/C=C/c2ccc(N(C)C)cc2)c(OC)c1	-0.4	9	-43	-20	-18	-14	0	-21	-5	3	-171
CC(C)(C)NC(=O)CCC1COc2ccccc2O1 (configuration not stated)	0.3	-5	-4	-4	-4	-1	-2	-20	1	-6	-36
Cc1cc(S(=O)(=O)N2CCOCC2)ccc1OCC(=O)NCCCn1ccnc1	-0.2	-24	-6	-8	-13	8	6	-23	-6	-6	17
O=C(COc1ccc(Cl)cc1)NCCS(=O)(=O)N1CCN(c2ccc(F)cc2)CC1	0.9	-4	4	1	-5	4	-3	13	13	-3	9
CC(C)(O)C(=O)N=Nc1c(O)[nH]c2ccccc12	-3.7	-2	-124	-6	12	-12	1	-66	-27	-10	-119
CCOC(=O)N1CCN(Cc2nc3c(c(=O)n(C)c(=O)n3C)n2Cc2ccc(F)cc2)CC1	1.0	-2	7	-2	11	nt	1	-23	12	-3	4
O=C(c1ccco1)N1CCN(C(=O)c2ccc(-c3ccc(Cl)cc3)o2)CC1	-0.5	6	-10	4	-13	-12	7	-29	-16	-2	-42

Screening results: PubChem BioAssay, several laboratories
